Screens from PubChem.
FXN GAA850 act – increases GAA850 frataxin promoter reporter activity; HEK293 lucGAA850 FXN promoter luciferase reporter, 24 h; percent of 10 µM SAHA response; activation, % at 6 µM; 360,000 compounds, 0.56% hits;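 active means activation above the average of all compounds screened plus 3 SD, cutoff fixed separately per campaign, cut at about 7.5% in these data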;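 further: 0% = DMSO wells and 100% = 10 µM SAHA wells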
ADAM10 inh – inhibits human ADAM10; inhibition, % at 7 µM; 370,000 compounds, 0.62% hits; recombinant ADAM10, EDANS/DABCYL FRET peptide cleavage, 3 h;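 active means inhibition above a per-campaign cutoff equal to the mean of compounds falling between control-based bounds plus 3 SD, cut at about 20% in these data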;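 further: 0% = DMSO wells while the 100% control is not disclosed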
ssDAF-12 act – S. stercoralis DAF-12 activation, primary screen | HEK293 ssDAF-12/GRIP1 lit1-tk-luc reporter, luminescence; % of 3 µM dafachronic acid response | 370,000 compounds, 1% hits | activation, % at 6.8 µM;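 active means activation above the mean over all tested compounds plus 3 SD, cut at about 0.9% in these data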;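 further: 0% = DMSO-only wells and 100% = 3 µM delta7-dafachronic acid wells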
HGIII-sPLA2 inh – Inhibits HGIII-sPLA2 liposome hydrolysis, primary screen | 370,000 compounds, 0.56% hits | QFRET BODIPY PC-A2 liposome hydrolysis, fluorescence | inhibition, % at 12.2 µM | Q9NZ20;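 active means inhibition above mean plus 3 SD of compounds lying within the high and low control bounds, cut at about 19% in these data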;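 further: 0% = median of test compound wells and 100% = no enzyme DMSO wells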
DAX1 inh-1 – inhibitors of human orphan nuclear receptor DAX1 (NR0B1); P51843; HEK293 Gal4-DAX1 luciferase reporter, luminescence; inhibition, % at 6.75 µM; 340,000 compounds, 0.99% hits; AID 504766;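 active means inhibition above the mean over all tested compounds plus 3 SD, cut at about 4.2% in these data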;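 further: 0% = DAX1-transfected cells with DMSO and 100% = empty-vector control cells with DMSO; inhibition shows as a rise in luminescence from relieved DAX1 repression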
hgDAF-12 ag – agonists of H. glycines DAF-12 nuclear receptor. 370,000 compounds, 1.8% hits. HEK293 GAL4-hgDAF12 UAS-luciferase reporter, agonist luminescence; normalized to butyrate control. activation, % at 6.8 µM;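 active means activation above a cutoff set at the mean of all screened compounds plus 3 SD, cut at about 10% in these data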;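 further: 0% = DMSO wells and 100% = sodium butyrate wells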
DAX1 inh-2 – blocks DAX1 repression of SF-1 activated StAR promoter; AID 652010; inhibition, % at 6.8 µM; HEK293T StAR-luciferase reporter, SF-1/DAX-1 repression relief; 370,000 compounds, 1.1% hits;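 active means inhibition above the mean over all tested compounds plus 3 SD, cut at about 3.6% in these data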;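 further: 0% = DAX-1 cells with DMSO and 100% = cells lacking DAX-1 with DMSO; higher inhibition means more luminescence from relief of DAX-1 repression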
hcDAF12 agonist – H. contortus DAF-12 activation, primary screen. HEK293 hcDAF-12 lit1-tk-luc reporter, luminescence; 0% DMSO, 100% Δ7-dafachronic acid. activation, % at 6.8 µM. 370,000 compounds, 1.4% hits. AID 652067;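 active means activation above the mean of all tested compounds plus 3 SD, cut at about 5.5% in these data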;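 further: 100% = response to 3 µM Δ7-dafachronic acid high control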
NPR2 activator – GC-B (human) receptor activation | P20594 | HEK293-GC-B cells, CNP EC30, cGMP TR-FRET; 0% at EC30 CNP, 100% saturating CNP | activation, % at 10 µM | 370,000 compounds, 0.11% hits | AID 1920062;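 active means activation at 10 µM reaching about 35% in either raw or pattern-adjusted values, limit read from the data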
Target sequence (P20594 whole entry, looked up): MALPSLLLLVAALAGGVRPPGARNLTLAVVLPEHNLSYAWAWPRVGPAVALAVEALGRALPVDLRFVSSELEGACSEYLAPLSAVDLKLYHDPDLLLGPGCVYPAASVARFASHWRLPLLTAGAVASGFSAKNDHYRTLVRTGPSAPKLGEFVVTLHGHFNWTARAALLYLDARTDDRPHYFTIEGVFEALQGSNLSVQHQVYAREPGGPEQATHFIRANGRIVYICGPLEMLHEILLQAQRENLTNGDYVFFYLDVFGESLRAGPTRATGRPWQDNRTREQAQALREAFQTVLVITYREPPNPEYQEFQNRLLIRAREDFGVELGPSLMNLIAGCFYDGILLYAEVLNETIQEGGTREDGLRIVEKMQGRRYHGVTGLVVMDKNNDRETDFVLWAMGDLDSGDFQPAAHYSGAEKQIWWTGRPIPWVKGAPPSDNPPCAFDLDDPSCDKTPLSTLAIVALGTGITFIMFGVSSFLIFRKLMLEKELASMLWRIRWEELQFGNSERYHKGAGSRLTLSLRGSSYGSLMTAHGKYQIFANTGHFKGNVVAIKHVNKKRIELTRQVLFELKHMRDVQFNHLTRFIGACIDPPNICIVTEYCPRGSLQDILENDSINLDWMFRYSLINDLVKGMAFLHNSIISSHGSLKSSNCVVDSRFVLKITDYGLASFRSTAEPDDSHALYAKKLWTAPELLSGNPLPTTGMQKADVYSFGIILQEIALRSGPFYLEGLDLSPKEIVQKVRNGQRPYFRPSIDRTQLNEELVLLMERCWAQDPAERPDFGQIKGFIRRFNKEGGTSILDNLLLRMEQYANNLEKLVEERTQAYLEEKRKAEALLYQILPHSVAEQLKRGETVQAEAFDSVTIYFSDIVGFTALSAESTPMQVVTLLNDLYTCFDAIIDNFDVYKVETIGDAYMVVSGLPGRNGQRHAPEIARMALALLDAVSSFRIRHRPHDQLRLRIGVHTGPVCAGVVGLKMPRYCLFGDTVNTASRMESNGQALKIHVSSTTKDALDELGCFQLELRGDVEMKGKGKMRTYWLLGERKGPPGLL
NPR1 activator – GC-A (human) enzyme activation; AID 1671463; HEK293 GC-A cells, cGMP TR-FRET, EC30 ANP; 0% at EC30 ANP, 100% saturating ANP; P16066; 370,000 compounds, 0.14% hits; activation, % at 10 µM; in the data active means activation above about 40%
SMARCA2 act – SMARCA2 function activation, primary screen; MG213 cells, MMTV-luciferase reporter, dexamethasone, overnight; activation, % at 9.1 µM; 370,000 compounds, 1% hits; AID 652017; in the data active means activation above about 7.8%;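 further: 0% = vehicle wells and 100% = reference activator wells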
Numbers without * were called inactive; i = inactive; nt = not tested or not shown.

SMILES	FXN GAA850 act	ADAM10 inh	ssDAF-12 act	HGIII-sPLA2 inh	DAX1 inh-1	hgDAF-12 ag	DAX1 inh-2	hcDAF12 agonist	NPR2 activator	NPR1 activator	SMARCA2 act
CSCC[C@H](NC(=O)OC(C)(C)C)C(=O)N/N=C/c1cccc2cccnc12	0.9	-4	-1.6	-5	-1.4	-0.5	-0.3	-1.4	-10	-1	-3
CCCc1cc(=O)oc2cc(OCc3cc(OC)c(OC)c(OC)c3)c(Cl)cc12	1.2	4	-0.2	1	0.1	-0.6	-0.3	-0.5	1	3	1
CC(NC(=O)c1cnc2ccccc2n1)c1ccccc1 (centres undefined)	3.9	10	0.4	1	1.1	3.2	0.0	0.3	4	1	1
O=C(c1ccc(N2CCCS2(=O)=O)cc1)N1CCN(c2ccccc2)CC1	1.8	2	-0.3	0	2.2	0.8	-0.4	-0.7	-6	-4	3
CN(CCOc1ccccc1)S(=O)(=O)c1ccccc1C#N	1.6	1	-1.1	13	-1.2	-1.2	0.9	-1.7	-3	-1	-4
Clc1ccc(-c2cc(COc3ccc4ccccc4c3)no2)cc1	-1.5	3	-1.2	1	-0.3	2.0	-0.1	-0.2	5	5	1
O=C(c1ccc(O)c(Br)c1)c1cc(Br)ccc1O	-1.3	4	-1.1	-22	-1.3	1.0	0.7	-1.1	2	3	-3
CCCCOCCCNC(=O)Cc1ccccc1OC	3.1	0	-1.0	-3	1.8	1.6	0.3	0.2	5	4	0
CCOC(=O)N1CCN(C(=O)C[C@@H]2C[C@@]3(C(=O)OC)CCCCC=C3N(Cc3ccc4c(c3)OCO4)C2=O)CC1	nt	-1	-1.3	-7	nt	-0.8	-1.7	-1.4	6	0	-1
COC(=O)c1ccccc1C(=O)c1c(C)cc(C)cc1C	nt	-1	-0.8	1	nt	3.4	0.0	-0.8	-10	-3	1
CNC(=S)N/N=C/c1c(C)cccc1Cl	-1.5	7	-1.7	11	-0.5	-1.7	-0.3	-2.6	2	6	5
COc1ccc(S(=O)(=O)Nc2nc3ccccc3nc2Nc2cccc(C(=O)O)c2)cc1	-1.0	-7	-0.9	-8	1.1	-1.3	1.4	2.5	5	2	-1
CC1CCCCC1NC(=O)NC(=O)COC(=O)c1nccnc1N (centres undefined)	-1.2	i	-1.5	1	0.3	-1.9	-1.1	-0.9	2	-2	2
O=C(N/C(=C\c1cccnc1)c1nc2ccccc2[nH]1)c1cccc(Br)c1	-2.5	-22	-1.0	-4	0.2	0.1	-0.3	-1.3	4	-4	-3
CCn1c(CCNC(=O)c2ccc(OC)cc2)nnc1SCC(=O)Nc1ccccc1F	1.5	-8	-0.9	4	-0.8	1.4	0.8	-0.2	-7	0	-5
COc1cc(CC(=O)NCC2CCCCC2)cc(OC)c1OC	1.3	-4	-1.5	-1	-0.1	1.9	0.1	-0.4	2	-2	5
CC[C@]12c3[nH]c4ccc(Cl)cc4c3CCN1C(=O)[C@@H](CC(=O)NCCCN(C)C)C[C@@H]2C(=O)N1CCN(C(=O)C2CC2)CC1	-1.6	-23	-0.8	9	1.0	2.3	-0.1	0.9	-3	-1	-6
COc1ccc(N(CC(=O)NC2CC3CCC2C3)S(=O)(=O)c2ccccc2)cc1OC (centres undefined)	0.7	-3	-1.1	-3	1.3	1.0	-0.2	-0.1	-5	-4	-2
COc1cc(-n2nnnc2SCC(=O)N2CCN(c3ccc(F)cc3)CC2)c(OC)cc1Cl	-0.6	-3	-1.2	6	-0.1	-0.4	0.1	-0.9	-2	-2	-3
COc1cc(Cl)ccc1OCc1cc(C(=O)N(C)CCc2c(C)n[nH]c2C)no1	3.1	7	-1.3	-2	0.1	0.5	0.6	-1.3	6	-1	-1
Cc1cc(C(=O)CN2C(=O)C(=O)N(C3CCCC3)C2=O)c(C)n1CCc1ccc(F)cc1	0.7	6	-0.6	-14	0.1	3.0	-0.1	0.6	3	1	-2
COc1ccc(S(=O)(=O)CCC(=O)NCCc2cccc(C)c2)cc1	2.9	-7	-1.4	6	0.0	1.8	-0.1	-0.3	-7	-5	5
COc1ccc(Cl)cc1NC(=O)CN(C)C(=O)c1sc2ccccc2c1Cl	1.9	24*	-0.8	-27	0.0	-2.4	-1.3	-0.1	-7	-8	0
CCCCNC(=O)C1c2ccccc2OCC(=O)N1CC(F)(F)F (centres undefined)	nt	-21	-0.7	20*	nt	-3.5	1.4	-0.5	-4	-10	-8
CCC(C)(C(=O)NC1CCCC1)N(C)C(=O)c1ccccn1 (centres undefined)	1.9	0	-1.7	7	-0.4	0.8	0.3	-0.8	-1	5	-5
CNC(=O)CSc1nnc(-c2ccccc2)n1C	-0.7	-6	-1.2	0	0.1	-1.3	0.9	-0.3	5	-1	-2
Cc1ccc(NC(=S)NCc2cccn2C)cc1	-0.8	-1	-1.2	-6	0.1	-1.7	-0.1	-0.6	1	-2	-2
CCOC(=O)C1(C)Oc2ccc(S(=O)(=O)CC)cc2NC1=O (centres undefined)	1.3	-15	-1.9	6	-0.9	-6.0	0.9	-1.1	1	1	-2
CC(O)(c1ccc(Cl)cc1)C(c1ccccc1)c1ccccn1 (centres undefined)	0.5	-3	-0.7	-2	0.2	-1.6	0.5	-0.5	-10	-22	-6
Cc1noc(C)c1-c1ccc(C(=O)NCC(C)C)c2occc12	1.9	-21	-1.1	-4	nt	-3.7	-0.3	-0.5	16	11	-3
O=S1(=O)CC(N2CCN(Cc3ccccc3F)CC2)CN1Cc1cn(Cc2cccc(C(F)(F)F)c2)nn1 (centres undefined)	nt	-10	-1.7	0	nt	1.5	-2.1	-2.5	7	-4	-5
Cc1cc([N+](=O)[O-])nn1Cc1ccc(C(=O)N/N=C/c2ccccc2)cc1	3.5	3	-0.7	-7	-1.1	3.1	0.1	-0.7	2	-2	1
Cc1cc(C(=O)N/N=C/c2ccc(O)c(O)c2O)c(C)n1-c1ccccc1	-1.1	9	-2.2	18	-1.9	-3.9	-1.1	-0.2	-3	-10	-3
CC(C)N1CCC(N2CCN(Cc3ccc(Oc4ncccn4)cc3)CC2CCO)CC1 (centres undefined)	-1.6	-1	-0.5	-2	1.9	-0.5	-0.1	0.7	0	1	1
Cc1ccc(-c2nc3cccnc3s2)cc1NC(=O)C1c2ccccc2Oc2ccccc21	3.5	-16	0.2	7	0.3	4.5	0.4	4.9	4	0	1
O=C(O)c1ccc([N+](=O)[O-])cc1	0.2	9	-0.9	-4	1.7	1.5	-0.6	2.5	3	1	-4
C/C(=N/NS(=O)(=O)c1ccccc1)c1c[nH]c2ccccc12	1.2	-10	-0.6	3	-0.3	0.2	2.0	3.4	2	1	0
CCCC(NS(=O)(=O)c1ccc(Br)cc1)C(=O)O (centres undefined)	-2.4	-13	-1.0	4	0.2	0.5	-0.2	-0.6	6	0	-3
COc1ccc(NC2CCCN(C(=O)CCCn3cncn3)C2)cc1OC (centres undefined)	-0.1	-17	-1.2	3	0.1	-0.9	-0.2	-2.5	-2	0	0
ON=C1/C(=N\O)CC2(C/C1=N/O)OCCO2	3.7	-3	-1.0	-8	0.3	-1.5	-0.5	-0.1	nt	nt	4
CCN(CC)C(c1ccc(F)cc1)c1nnnn1C1CCCCC1 (centres undefined)	-1.5	-9	-1.6	6	-0.8	-0.5	-0.5	-0.4	0	-5	0
COc1ccc(CN=C2Nc3ccccc3CS2)cc1	7.1	-6	1.2*	-7	-0.1	14*	4.7*	4.9	6	4	3
CCc1nccn1CCC(=O)NC1CC(C)(C)Cc2c1cnn2-c1ccc(C)cc1 (centres undefined)	-0.2	4	-0.9	-3	-0.1	-0.4	0.7	-0.4	3	2	-2
CCN(CC)CCN1C(=O)c2ccccc2NC1c1ccc(C)cc1 (centres undefined)	-2.2	i	0.2	1	0.4	2.9	-0.3	2.4	-10	-12	-1
CC(C)N(C=O)C1(C(=O)NC2CCCCC2)CCCCC1	0.4	-13	-1.3	4	0.4	-0.9	-0.1	-1.7	1	2	-2
CN1Cc2c(N3CCOCC3)nc(SCCC#N)c(C#N)c2CC1(C)C	2.1	-26	-0.8	7	-0.4	-1.6	0.0	-2.8	1	6	-1
Cc1ccc(C)c(NC(=O)c2cc3ccccc3o2)c1	1.7	11	0.6	4	2.9	11*	0.9	7.8*	5	2	2
CC(C)NC(=S)Nc1ccc2cn[nH]c2c1	-3.0	-10	-1.0	4	1.3	0.7	-1.3	-1.1	2	-1	7
Cc1nc2ccc(NC(=O)/C=C/C(=O)O)cc2nc1C	2.1	-35	-0.3	5	-0.3	1.8	1.0	0.4	-1	-5	-1
Cc1ccccc1N1CCN(S(=O)(=O)c2ccc3c(c2)n(C)c(=O)c(=O)n3C)CC1	nt	-2	-1.3	0	nt	-0.4	-1.1	-1.8	-1	-2	2
O=C(Nc1nc(=O)n(C(=O)c2cccc(C(F)(F)F)c2)s1)c1ccccc1	0.9	-1	-0.8	-2	2.6	2.5	-0.4	-0.3	1	2	-1
O=S(=O)(NCc1ccccc1)c1cccc2cccnc12	1.4	-4	-1.0	16	1.3	-1.2	-0.6	-0.1	-1	0	-3
CCCCN(Cc1cc2cc(C)ccc2[nH]c1=O)C(=O)c1ccccn1	1.1	-74	-1.9	3	0.0	-4.8	-0.4	-1.6	-1	-15	-1
CCOC(=O)N1CCN(C(=O)c2cc3c(-c4cccc(OC)c4)nn(C)c3s2)CC1	-2.3	-23	-1.9	4	0.2	-3.6	-0.7	-4.9	5	-2	-2
COc1cc(-n2c(=O)c3ccccc3n(Cc3cccc(F)c3)c2=O)cc(OC)c1OC	1.2	1	-1.4	8	1.1	-2.3	-0.3	-0.8	11	13	-4
CC(C)(C)c1ccc(C(=O)NC(=O)CSc2n[nH]c(N)n2)cc1	-0.1	-3	-0.6	-7	0.1	0.8	1.9	1.4	-1	0	4
CCOc1cccc(CN2CCN(CCCc3ccccc3)C(CCO)C2)c1O (centres undefined)	0.7	-6	-1.2	-3	0.0	2.9	-0.3	0.1	0	-3	-2
COC(=O)[C@H](Cc1ccccc1)NC(=O)Cn1cnc(C(=O)Nc2ccc(C)c(C)c2)n1	-1.2	-5	-0.9	9	0.1	2.4	0.5	-0.4	-4	6	0
Cc1ccc(C)c(NC(=S)N(Cc2ccc(Cl)cc2)Cc2ccc(C(=O)O)cc2)c1	-0.2	-4	-1.1	-9	1.9	0.1	-0.2	0.6	-3	-4	-3

Hits appear at their usual frequency. About 6.6% of those tested had a hit in this group.
